High-throughput results from PubChem BioAssay.
Growth percent in the NCI-60 one-dose screen (48 h, 10 µM unless noted): 100 = growth as untreated, 0 = no growth, -100 = all killed.
NCI-H226: NCI-H226 lung cancer; 79,000 compounds, 3.5% hits
NCI/ADR-RES: NCI/ADR-RES ovarian cells; 81,000 compounds, 4.4% hits
NCI-H522: NCI-H522 lung cancer; 78,000 compounds, 8% hits; AID 1794739
A498: A498 renal cancer cells; 76,000 compounds, 5.4% hits; AID 1794774
NCI-H460: NCI-H460 lung cancer | 82,000 compounds, 6.8% hits
CAKI-1: CAKI-1 renal cancer; 75,000 compounds, 4.7% hits; AID 1794772
RXF 393: RXF 393 renal cancer cells. 77,000 compounds, 6.9% hits
ACHN: ACHN renal cancer. 81,000 compounds, 4.9% hits
NCI-H23: NCI-H23 lung cancer. 80,000 compounds, 4% hits
Numbers without * were called inactive; · = not tested or not shown. How the source made its calls: active means growth percent below 10; inactive means the rest. This is a random part of the collection. Share with any hit: about 12%.

1: Cc1nc(N)[nH]c(=O)c1CCC#N
2: COc1ccc(C#Cc2cc(OC)c3c(c2OC)OCO3)cc1
3: CCCCCCCCCCC1OCC(CC)(CCCC)CO1 (stereo not given)
4: CC(N)c1nnc(CCC(=O)c2nc3ncccc3[nH]2)o1 (stereo not given)
5: COc1ccc2nc(N)nc(C)c2c1
6: N#Cc1c(Nc2ccccc2)nc2n(c1=O)-c1ccccc1Sc1ccccc1-2
7: O=C1C(Cl)C(c2ccc(Cl)cc2Cl)N1n1cnnc1 (stereo not given)
8: CCC(C)c1c(N)n(S(=O)(=O)c2ccc(C)cc2)oc1=O (stereo not given)
9: OC(COc1ccccc1Cl)CN1CCN(c2cccc(Cl)c2)CC1 (stereo not given)
10: COc1ccc2c(c1)C(CCN(C)C)(CCN(C)C)C(=O)CC2
assay / compound	1	2	3	4	5	6	7	8	9	10
NCI-H226	110.6	100.5	78.7	96.2	·	84.4	99.8	111.1	96.5	118.3
NCI/ADR-RES	108.5	96.6	107.5	101.6	100.7	85.5	100.3	120.3	113.0	99.6
NCI-H522	102.3	96.1	98.6	87.5	42.9	75.2	86.9	90.1	88.5	90.7
A498	90.4	94.2	101.8	91.2	94.8	90.2	95.8	113.3	107.8	·
NCI-H460	109.9	101.7	106.1	101.3	98.8	90.7	100.4	104.8	121.3	·
CAKI-1	121.7	87.2	93.3	91.8	110.3	70.8	80.7	96.5	99.1	·
RXF 393	112.3	84.3	97.2	103.8	123.0	82.2	100.8	124.9	118.3	110.6
ACHN	102.9	105.8	103.1	94.9	95.9	68.3	95.7	99.9	101.0	103.8
NCI-H23	101.3	89.0	100.7	100.9	80.9	88.5	94.5	108.4	100.5	91.0

11: NC(=O)NC1(C(=O)O)CCCC1
12: COC(=O)C1=C(C(=O)OC)C23C=C(C)C1C2=C(C)C1(CC1)[C@@](C)(O)C3=O (stereo not given in full)
13: CNc1nc(SCc2ccccc2)ncc1C
14: COc1ccc2cc(C(=O)/C=C/N(C)CC(O)C(C)(O)C(O)C(O)CO)ccc2c1 (stereo not given)
15: O=c1c2ccccc2n2nnc3ccc(Cl)c1c32
16: Cc1ccc(NC(=O)NC(=O)CSc2nc3ccccc3nc2C)cc1
17: O=C(NCCCNc1cc(-c2cn(-c3ccccc3)nc2-c2cccc(O)c2)ccn1)c1cccc(O)c1
18: COc1ccc2nc(-c3ccccn3)ccc2c1
19: COc1ccc2[nH]c(=O)cc(C)c2c1
20: O=C(Oc1ccccc1)N1CCCCC1
assay / compound	11	12	13	14	15	16	17	18	19	20
NCI-H226	111.2	-34.8*	102.1	93.7	101.4	59.4	86.6	98.5	88.8	105.3
NCI/ADR-RES	111.4	-3.5*	103.1	93.3	98.4	40.6	95.0	·	104.0	100.7
NCI-H522	·	-11.0*	88.8	83.6	76.6	40.8	53.0	100.6	85.2	93.6
A498	·	-44.0*	99.6	93.5	99.5	69.2	101.7	90.8	70.3	92.3
NCI-H460	111.6	0.8*	113.0	108.0	103.9	64.9	69.6	100.4	109.6	105.5
CAKI-1	99.9	·	86.2	97.1	99.3	·	98.4	97.2	98.9	104.5
RXF 393	125.4	-64.4*	107.9	101.1	124.5	90.4	77.3	114.6	98.4	111.6
ACHN	105.2	3.2*	108.4	103.4	85.3	75.6	89.4	101.2	102.4	113.8
NCI-H23	104.9	-20.9*	105.5	96.7	86.3	42.6	67.3	95.0	101.6	94.6

21: C/C(=N/NC(=O)/C=C/C=C/c1ccc2c(c1)OCO2)c1ccc(Br)cc1
22: CCN(CC)Cc1nnc(CCC(=O)c2nc3ccccc3[nH]2)o1
23: Cc1nc2sc(C(=O)Nc3ccc(Cl)cc3)c(N)c2cc1C(O)c1ccccc1 (stereo not given)
24: CC(CN1CCN(CC(C)Nc2ccnc3cc(Cl)ccc23)CC1)Nc1ccnc2cc(Cl)ccc12 (stereo not given)
25: Nc1cc(-c2ccc(Cl)cc2)nn1-c1nnc(/C=C/c2ccco2)c(=O)[nH]1
26: C=CCN1C(=O)CSC1=S
27: O=S(=O)(OCCOCCOS(=O)(=O)c1ccccc1)c1ccccc1
28: O=S(=O)(CC(O)C(Cl)(Cl)Cl)N(Cc1ccccc1)Cc1ccccc1 (stereo not given)
29: CSc1ncc(SC)c(Nc2ccc(C)c(Cl)c2)n1
30: Cn1cc(C(c2coc3cc(F)ccc3c2=O)c2cn(C)c3ccccc23)c2ccccc21
assay / compound	21	22	23	24	25	26	27	28	29	30
NCI-H226	89.9	104.1	57.0	26.6	47.4	97.4	106.4	93.7	110.5	98.7
NCI/ADR-RES	98.5	92.5	25.8	·	5.7*	96.3	97.3	107.7	75.7	111.4
NCI-H522	95.5	79.4	33.2	-29.4*	74.9	99.7	77.6	110.0	78.1	96.9
A498	·	103.4	13.5	84.7	33.8	99.1	118.2	101.3	83.5	101.5
NCI-H460	100.4	102.1	17.4	-30.4*	20.4	110.6	112.4	102.1	97.2	107.7
CAKI-1	91.6	81.3	47.5	11.2	1.0*	103.4	98.4	95.9	73.4	91.2
RXF 393	103.2	117.1	47.3	-69.4*	67.8	113.7	104.4	94.0	116.3	·
ACHN	101.6	103.0	33.4	19.1	29.4	98.6	109.7	105.6	89.7	103.0
NCI-H23	95.0	86.5	42.6	62.3	58.8	102.7	104.6	110.2	84.9	102.9

31: O=C(O)CCSC(c1ccccc1)(c1ccccc1)c1ccccc1
32: COc1ccc(-c2csc(NC(=O)CO[N+](=O)[O-])n2)cc1
33: ClC1CCC(c2ccccc2)CC1 (stereo not given)
34: COc1ccc2c(c1)NC1=C(C(=O)OC1)C2c1cc(OC)c2c(c1)OCO2 (stereo not given)
35: C/C(=N\Nc1nc(C)cs1)c1cc2ccccc2o1
36: CO[C@H]1/C=C/C=C/C=C/C[C@H](OC(=O)[C@@H](C)NC(=O)C2CCCCC2)[C@H](C)[C@@H](O)/C(C)=C\CCC2=CC(=O)C=C(NC(=O)C1)C2=O
37: O=C(/C=C/c1ccccc1Br)c1cccc(OCCCCOc2cccc(C(=O)/C=C/c3ccccc3Br)c2)c1
38: OCCN(CCO)CCN1c2ccccc2Sc2ccccc21
39: C=CCSc1nnc(-c2ccc(-c3nc4ccc(C)cc4[nH]3)cc2)o1
40: CC1=CC(=O)C(C(C)=Nc2cccc(Cl)c2)C(=O)O1 (stereo not given)
assay / compound	31	32	33	34	35	36	37	38	39	40
NCI-H226	106.0	102.4	86.1	34.0	76.7	-15.0*	89.9	113.2	137.7	110.5
NCI/ADR-RES	102.2	99.6	101.6	1.9*	102.4	32.0	102.1	103.1	115.3	109.4
NCI-H522	100.1	-39.7*	87.9	-13.1*	66.3	-29.9*	90.7	105.9	94.9	·
A498	103.0	125.7	92.1	18.5	99.9	-2.6*	107.9	96.5	143.1	93.8
NCI-H460	102.9	94.1	104.0	4.5*	95.6	1.2*	95.5	107.8	108.8	106.1
CAKI-1	111.6	95.2	97.9	43.4	75.9	16.3	91.9	94.6	102.1	108.6
RXF 393	118.5	125.5	98.9	28.0	119.5	-40.2*	96.9	102.2	102.6	126.0
ACHN	98.7	100.6	108.0	·	86.6	-34.8*	98.6	103.9	110.2	101.1
NCI-H23	102.7	93.4	103.3	33.0	86.9	-14.1*	89.3	109.7	108.0	97.3

41: COC(=O)c1cc(Cl)cc([N+](=O)[O-])c1O
42: Cc1ccc(-n2cc(/C=N/NC(=O)c3nc(N)n[nH]3)c(-c3ccc(S(C)(=O)=O)cc3)n2)cc1
43: CNC(=O)c1ccc(Cl)c(Cl)c1
44: COc1cc(-c2nnc(-c3nc(-c4cc(OC)c(OC)c(OC)c4)n4ccccc34)o2)ccc1N
45: COc1ccc(C2CC(c3cnccn3)=NN2C(C)=O)cc1OC (stereo not given)
46: COc1ccc2c(c1)c(-c1nc(-c3cn(C)c4ncccc34)cs1)cn2CCNC(=O)OC(C)(C)C
47: O=C(COc1cc(Cl)c(Cl)cc1Cl)Nc1ccc([N+](=O)[O-])cc1Cl
48: Cc1nn(-c2ccccc2)c(Cl)c1/C=C1\SC(N2CCNCC2)=NC1=O
49: C[C@H]1CC[C@H]2C3=C1C(=O)O[C@@]3(O)[C@@]1(C)CC(=O)C[C@H]1C[C@@H]2C
50: COc1cc(/C=C\c2cc(OC)c(OC)c(OC)c2)cc(NS(=O)(=O)c2ccc(Cl)cc2)c1OC
assay / compound	41	42	43	44	45	46	47	48	49	50
NCI-H226	97.9	101.6	105.0	83.0	82.8	69.9	113.3	105.3	93.8	33.9
NCI/ADR-RES	113.7	100.1	103.9	61.3	100.8	60.4	108.0	105.5	106.4	12.8
NCI-H522	99.5	92.3	95.3	·	66.7	54.8	95.3	107.2	89.0	-9.3*
A498	89.5	97.6	79.1	98.8	95.8	92.6	111.0	97.6	92.9	-5.9*
NCI-H460	115.5	103.0	101.0	68.3	106.4	88.5	107.9	100.9	99.5	13.8
CAKI-1	92.6	92.6	106.8	59.3	·	·	102.0	·	100.9	37.1
RXF 393	97.1	117.0	113.1	84.4	90.2	103.7	116.3	102.1	101.1	-4.5*
ACHN	106.0	100.9	109.5	62.2	·	72.7	103.6	106.6	98.6	39.0
NCI-H23	111.5	96.6	101.4	67.7	100.5	71.1	92.6	100.2	·	41.0

The closing 3 compounds of the part above open the next one:
48: Cc1nn(-c2ccccc2)c(Cl)c1/C=C1\SC(N2CCNCC2)=NC1=O
49: C[C@H]1CC[C@H]2C3=C1C(=O)O[C@@]3(O)[C@@]1(C)CC(=O)C[C@H]1C[C@@H]2C
50: COc1cc(/C=C\c2cc(OC)c(OC)c(OC)c2)cc(NS(=O)(=O)c2ccc(Cl)cc2)c1OC
51: COC(=O)Cc1nc2ccccc2n1C(=O)N1c2ccccc2Sc2ccccc21
52: CC(C)C(C#N)(C(C)C)C(C)C
53: CCCCCCCCCCCCOC(=S)CCl
54: Cc1ccc2c(c1)c(-c1nc(-c3cn(C)c4ncccc34)cs1)cn2C(=O)OC(C)(C)C
55: Oc1ccc(CCC2CCNc3ccccc32)cc1 (stereo not given)
56: CC(C(OC(=O)C(c1ccccc1)c1ccccc1)c1ccccc1)N(C)C (stereo not given)
57: O=S(=O)(Nc1cc(Sc2cccc3cccnc23)c(O)c2ccccc12)c1ccccc1
58: CC12CC[C@@H]3[C@]4(C)COC(c5c(F)cccc5F)O[C@@H]4CC[C@@]3(C)[C@@H]1CC(C1=CCOC1=O)O2 (stereo not given in full)
59: Cn1c(C(N)=O)cc2c1-c1nc(N)ncc1CCC2
60: CN1CCN(CC(=O)N(C)c2ccc(N=C(c3ccccc3)c3c(O)[nH]c4ccc([N+](=O)[O-])cc34)cc2)CC1
assay / compound	48	49	50	51	52	53	54	55	56	57	58	59	60
NCI-H226	105.3	93.8	33.9	90.1	103.7	83.0	99.3	62.8	95.6	46.3	63.6	93.0	61.9
NCI/ADR-RES	105.5	106.4	12.8	82.6	104.3	100.7	·	74.7	93.9	8.9*	59.0	96.0	90.8
NCI-H522	107.2	89.0	-9.3*	82.0	92.0	86.0	100.9	68.8	73.0	-37.3*	55.4	96.1	86.8
A498	97.6	92.9	-5.9*	101.9	98.3	112.3	88.5	69.2	53.9	70.4	106.1	87.6	66.7
NCI-H460	100.9	99.5	13.8	103.5	102.0	104.6	102.2	83.8	103.1	3.5*	96.3	99.3	54.5
CAKI-1	·	100.9	37.1	49.2	95.6	98.0	115.8	·	93.2	25.9	87.2	96.6	47.1
RXF 393	102.1	101.1	-4.5*	110.8	115.1	89.4	101.2	81.5	100.4	28.7	83.8	101.3	28.2
ACHN	106.6	98.6	39.0	78.0	108.2	101.3	101.1	66.9	97.7	16.9	35.0	80.5	54.0
NCI-H23	100.2	·	41.0	90.4	103.7	94.0	89.8	65.3	101.9	28.8	62.1	100.9	80.4

61: Clc1ccc(C2CC(c3ccccc3)=NN2Cn2nnc3ccccc32)cc1 (stereo not given)
62: O=C1c2cc(O)cc(O)c2[C@H](c2cc(O)cc(O)c2)[C@H]1c1ccc(O)cc1
63: COc1ccc2nc(Cl)c(/C=C3\CC(c4ccccc4)=NN(c4ccccc4)C3=O)cc2c1
64: CCN1C(=S)N(CC)C2C1N=C(SC)N2/N=C/C=C/c1ccccc1[N+](=O)[O-] (stereo not given)
65: COc1cc(C=NNc2nc(-c3ccc(Cl)cc3)c(C#N)c(N3CCOCC3)n2)cc(OC)c1OC
66: O=C(C[n+]1ccccc1Cl)c1ccc(Br)cc1
67: O=[N+]([O-])c1ccc(/C=C(/C2=NCCN2)n2ccc3ccccc32)cc1
68: CCCCC(=O)N1C(=O)c2ccccc2S1(=O)=O
69: C[C@H](C(=O)Nc1ccc(S(N)(=O)=O)cc1)S(=O)(=O)c1ccccc1
70: Cc1c(C(N)=O)sc2nc(SCC(=O)N3NC(=O)C(Cc4ccccc4)C3=O)n(Cc3ccccc3)c(=O)c12 (stereo not given)
assay / compound	61	62	63	64	65	66	67	68	69	70
NCI-H226	96.4	98.0	55.6	92.9	59.2	100.0	86.7	106.3	98.0	96.9
NCI/ADR-RES	97.0	97.4	60.2	94.3	41.0	102.5	79.8	97.3	99.3	103.9
NCI-H522	88.5	84.5	65.6	93.6	68.6	87.4	80.2	99.0	90.7	91.6
A498	80.0	102.7	46.9	111.1	66.3	86.3	92.7	·	106.4	76.2
NCI-H460	91.1	103.3	67.8	93.5	53.8	115.8	82.6	109.5	107.8	92.0
CAKI-1	76.9	88.9	14.5	76.5	48.8	93.1	68.2	103.4	95.2	101.4
RXF 393	92.2	100.5	10.9	115.0	28.8	106.9	72.7	123.7	88.1	111.2
ACHN	96.5	96.7	18.4	78.1	63.3	97.8	79.9	100.1	98.9	101.2
NCI-H23	83.4	98.5	78.8	·	86.7	95.6	83.5	94.8	94.3	100.3
